# PHOSPHO1 inh: blocks human PHOSPHO1 phosphatase activity; Q8TCT1; 290,000 tested, 1.1% active; inhibition, % at 13.3 µM; AID 1565; recombinant PHOSPHO1, absorbance phosphatase assay; in the data active = inhibition above about 60%
# Target sequence (Q8TCT1 whole entry, looked up): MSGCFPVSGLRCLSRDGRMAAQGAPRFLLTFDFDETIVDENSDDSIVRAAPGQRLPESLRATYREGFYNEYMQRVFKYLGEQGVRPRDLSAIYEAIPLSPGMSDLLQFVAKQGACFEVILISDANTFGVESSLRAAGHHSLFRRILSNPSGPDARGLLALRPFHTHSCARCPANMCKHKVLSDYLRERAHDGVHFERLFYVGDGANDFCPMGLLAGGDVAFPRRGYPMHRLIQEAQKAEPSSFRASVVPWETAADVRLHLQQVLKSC
# MEKK3 PB1 HTS: MEKK3-MEK5 PB1 interaction, increase or decrease; AID 1529; Q99759; bead-based flow cytometry, Alexa488-MEK5 binding to MEKK3; actives lie on both sides; 0 = blocked by unlabeled MEK5, 100 = vehicle; 290,000 tested, 1.4% active; binding response (% of control), % at 10 µM;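 active = binding response more than 3 SD above or below the average of its plate-row segment, actives on both sides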;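 note: Alexa488 bead fluorescence after subtracting the streptavidin-only scavenger bead signal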
# CHRM4 PAM: positive allosteric modulators of human muscarinic M4 receptor. AID 624126. P08173. 360,000 tested, 0.4% active. activation, % at 3 µM. CHO-K1 hM4/Gqi5, Fluo-8 calcium fluorescence, ACh EC20; 0% = ACh EC20, 100% = maximal ACh;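 active = activation above its plate's cutoff, the mean activation of sample wells plus 3 SD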; note: some results filed as inactive read as strong as hits
# Target sequence (P08173 whole entry, looked up): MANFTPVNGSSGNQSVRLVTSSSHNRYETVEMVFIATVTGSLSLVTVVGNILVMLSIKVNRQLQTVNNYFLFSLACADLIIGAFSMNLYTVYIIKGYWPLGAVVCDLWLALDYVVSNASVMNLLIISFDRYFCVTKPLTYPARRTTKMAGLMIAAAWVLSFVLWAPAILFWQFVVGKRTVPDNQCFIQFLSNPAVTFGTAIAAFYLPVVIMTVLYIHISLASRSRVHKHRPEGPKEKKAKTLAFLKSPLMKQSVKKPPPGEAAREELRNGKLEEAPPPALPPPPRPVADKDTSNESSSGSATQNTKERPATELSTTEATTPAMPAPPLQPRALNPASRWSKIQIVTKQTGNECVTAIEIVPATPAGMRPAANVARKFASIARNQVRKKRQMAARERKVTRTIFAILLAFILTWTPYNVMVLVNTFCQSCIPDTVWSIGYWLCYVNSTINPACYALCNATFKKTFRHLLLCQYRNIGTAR
# IDE cell inh: inhibits human insulin-degrading enzyme in HEK cells | P14735 | FAbetaB cleavage, fluorescence polarization | inhibition, % at 5.59 µM | 320,000 tested, 0.41% active;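 active = percent inhibition above the average of all tested compounds plus 3 SD, set per screening campaign, cut at about 16% in these data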;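 note: IDE supplied by intact live HEK cells; FP after avidin binding of uncleaved biotin substrate so inhibition keeps polarization high; 0% = DMSO wells and 100% = 60 µM reference IDE inhibitor Ii1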
# CRFBP-R2 agonist: agonists of human CRF-binding protein/CRF-R2 receptor complex; 350,000 tested, 0.46% active; AID 588473; HEK293 CRF-R2/CRF-BP, calcium dye fluorescence (FLIPR); percent of saturating CRF peptide response; activation, % at 13.2 µM;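 active = activation of at least 50%, plus an integration ratio under a set limit after plate pattern correction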;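 note: plate controls were neutral control wells without compound for no effect and CRF at EC100 for full effect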
# IDE act: IDE (human) activation, cell-based. P14735. HEK cells, FAbeta-B cleavage, fluorescence polarization; 0% vehicle, 100% cell-free pure enzyme wells. activation, % at 5.96 µM. 340,000 tested, 0.073% active;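 active = activation above the mean of all tested compounds plus 3 SD, set per screening campaign, cut at about 17% in these data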
# GalR3 antagonist: human GalR3 antagonism; O60755; HEK293 GalR3-CNG cAMP membrane potential fluorescence; galR3 body fused to GalR1 C-terminus; inhibition, % at 3 µM; 360,000 tested, 0.44% active; AID 651719;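 active = inhibition above the screen-wide average plus 3 SD, cut at about 13% in these data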;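 note: forskolin and galanin both at EC90 stimulate the cells; cAMP rise reported by CNG channel membrane potential dye signal; 0% = forskolin plus galanin with DMSO and 100% = forskolin alone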
# Target sequence (O60755 1-299 limits assumed): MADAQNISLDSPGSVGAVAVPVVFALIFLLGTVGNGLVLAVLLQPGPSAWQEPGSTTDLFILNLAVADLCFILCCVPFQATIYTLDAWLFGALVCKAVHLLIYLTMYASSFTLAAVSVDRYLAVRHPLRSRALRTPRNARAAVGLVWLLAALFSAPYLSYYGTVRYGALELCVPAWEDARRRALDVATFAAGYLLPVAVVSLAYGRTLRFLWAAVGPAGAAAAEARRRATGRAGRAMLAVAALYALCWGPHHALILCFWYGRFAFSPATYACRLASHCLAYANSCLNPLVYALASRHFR
# pCIP destab: compounds decreasing mouse p/CIP protein stability | 290,000 tested, 0.01% active | decrease of EGFP signal, % at 10 µM | Q05BA5 | F442A p/CIP-EGFP cells, EGFP fluorescence, 16 h;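 active = EGFP signal decrease of at least 30% at 10 µM or well 3 SD below plate mean, unless failing retest; inactive = the rest, including hits failing retest or dose response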; note: some compounds called inactive have numbers as strong as hits; many of its hits are not listed in these tables
# CRFR2-BP antag: blocks CRF-induced signaling of the CRF-BP/CRF-R2 complex; inhibition, % at 11.8 µM; 350,000 tested, 0.59% active; HEK293 CRF-R2/CRF-BP, CRF-induced calcium fluorescence;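 active = inhibition of the ligand-induced calcium signal above about 50% at the single tested concentration, limit read from the data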
# Active calls of the source: *; · = not tested or not shown; & = joins results of further samples.
PHOSPHO1 inh	MEKK3 PB1 HTS	CHRM4 PAM	IDE cell inh	CRFBP-R2 agonist	IDE act	GalR3 antagonist	pCIP destab	CRFR2-BP antag	Structure
·	·	1	-3	-0.8	-1	-4	·	-1	COc1ccc([C@H]2CC(=O)C=C(c3cc4ccccc4c4ccccc34)C2)cc1
·	103	9	-5	-0.3	-5	-10	-5	9	CCc1ccc(NC(=O)CC2C(=O)N(c3cccc(OC)c3)C(=O)N2CCOC)cc1 (centres undefined)
44	102	-12	2	-2.9	-2	·	-11	-3	Cn1cc(S(=O)(=O)N2CCc3ccccc32)cc1C(=O)NC(C)(C)C
26	98	5	·	1.8	-1	-2	-4	-2	COCCN1CCN(C(=O)c2cc(COc3cncc(Cl)c3)on2)CC1
41	104	-7	0	-0.6	9	-6	-10	-14	CCCCOc1ccc(NC(=O)CCSc2nccn2C)cc1
·	·	8	3	1.1	-4	-4	·	5	O=C1C=C(c2ccc(F)cc2OCc2ccccc2)C[C@@H](c2ccc3c(c2)OCO3)C1
·	·	0	4	0.5	-2	-1	·	-7	Cc1ccccc1OCC(=O)N(Cc1nnc(-c2ccc(Cl)cc2)o1)C(C)C
4	97	-7	-2	3.6	7	-6	-8	-2	COc1cccc(/C=N/NC(=O)c2cc3c(OC)cccc3[nH]2)c1O
·	·	-10	-4	-1.6	9	-5	·	9	CCC(CO)Oc1cc(NCc2ccc(C(C)(C)C)cc2)c2ncn(C(C)C)c2c1 (centres undefined)
23	100	-9	-3	0.5	4	-2	-14	3	Cc1cc(C(C)(C)C)cc(S(=O)(=O)Nc2ccc(C(=O)O)cc2)c1C
32	107	12	0	3.4	-9	-3	-12	0	CC(=O)N1C(=O)N(C(C)=O)C2C1N(C)C(=O)N2C(C)=O (centres undefined)
20	102	-2	-1	-5.4	1	-6	-21	-8	Cn1c(CNc2ccc(O)cc2)nc2ccccc21
-1	101	-14	2	-5.1	4	-3	-4	4	COc1cccc(/C=N/NC(=S)Nc2cccc(S(=O)(=O)N(C)C)c2)c1
0	102	2	4	-0.2	3	-6	2	0	Cc1ccc(S(=O)(=O)NC(C)C(=O)N2CCOCCOCCOCC2)cc1 (centres undefined)
22	97	4	-2	0.5	9	-9	-17	-2	CCc1ccccc1NC(=O)CN1CCN(CC(=O)Nc2cc(C)ccc2OC)CC1
-11	100	0	-1	-3.2	2	-7	1	16	CC1CCc2nc(NC(=O)c3ccco3)sc2C1 (centres undefined)
18	101	-5	·	-0.9	-4	-1	-11	-1	Cc1ccccc1C(=O)Nc1ccnn1C1CCN(CCCc2ccccc2)CC1
-5	102	-29	-4	0.3	-11	-3	-5	-6	c1cncc(-c2nc(NCc3ccc4c(c3)OCO4)c3ccccc3n2)c1
40	99	4	-1	-1.1	3	-7	8	-32	COCCCn1c(-c2cccc(Cl)c2)nc2c1c(=O)[nH]c(=O)n2Cc1ccccc1
16	98	12	3	-2.0	-3	-2	-3	-13	O=C(CN1CCC(n2nnc3cc(F)ccc32)CC1)NC1CCCCC1
-1	100	-5	-1	-0.6	4	-5	-6	6	CCOC(=O)c1c(Nc2ccccc2OCCOC)n[nH]c1C
38	102	-10	0	0.6	4	24*	-11	-7	CC(=O)N1c2ccc(S(=O)(=O)NCC3CCC(C(=O)Nc4cccc(C)n4)CC3)cc2CC1C (centres undefined)
32	100	19	5	1.3	13	-1	-2	-9	Cc1cc([N+](=O)[O-])nn1CCC(=O)Nc1nccs1
-8	101	10	-7	0.0	4	-8	-1	0	O=C(CCN1C(=O)c2ccccc2C1=O)N1CCN(Cc2ccccc2)CC1
24	100	8	3	0.2	1	-4	0	14	CN(C(=O)c1ccco1)c1nc2c(s1)CCCC2
25	105	-9	-3	0.4	2	-2	4	9	CCCn1c(SCC(=O)Nc2cccc(S(=O)(=O)N3CCCC3)c2)n[nH]c1=O
-30	102	-5	-3	-2.8	-3	-1	-20	15	CCCCC(=O)Nc1ccc(C(=O)NNC(=S)NC(=O)c2ccccc2[N+](=O)[O-])cc1
4	85	-3	-5	0.8	1	-6	-8	7	CC(NC(=O)Cn1cnnn1)c1cccc(C(F)(F)F)c1 (centres undefined)
43	101	2	5	-0.9	-2	-3	-1	-7	CC1CCc2c(sc3ncn(CC(=O)N4CCCCC4)c(=O)c23)C1 (centres undefined)
0	104	-10	2	-0.5	5	-4	2	-31	N#C/C(=C\C=C\c1ccccc1[N+](=O)[O-])c1nc(-c2ccc3c(c2)OCO3)cs1

# Entries of single compounds as entered above. Order of values: PHOSPHO1 inh, MEKK3 PB1 HTS, CHRM4 PAM, IDE cell inh, CRFBP-R2 agonist, IDE act, GalR3 antagonist, pCIP destab, CRFR2-BP antag
# Cc1cc([N+](=O)[O-])nn1CCC(=O)Nc1nccs1 is listed as 32, 100, 19, 5, 1.3, 13, -1, -2, -9
# COc1ccc([C@H]2CC(=O)C=C(c3cc4ccccc4c4ccccc34)C2)cc1 is listed as ·, ·, 1, -3, -0.8, -1, -4, ·, -1

# Additional structures:
PHOSPHO1 inh	MEKK3 PB1 HTS	CHRM4 PAM	IDE cell inh	CRFBP-R2 agonist	IDE act	GalR3 antagonist	pCIP destab	CRFR2-BP antag	Structure
31	111	6	2	1.9	1	-8	-7	24	COC1=CC(=O)CC(C)C12Oc1cc(OC)cc(OC)c1C2=O (centres undefined)
26	105	-6	1	-1.7	5	-13	-4	8	O=c1oc2ccccc2n1Cc1cccc(F)c1
-53	97	-9	0	-1.6	3	-1	25	8	c1ccc2c3nnc4n(c-3nc2c1)CCCS4
-145	103	16	-4	-0.5	-1	-12	-9	-11	Cc1cccc(NC(=S)NCCc2ccccc2)n1
·	·	0	-1	-3.2	5	-4	·	-14	CC(C(=O)Nc1ccc(C(F)(F)F)cc1)N(C)CC(=O)N1CCN(Cc2ccccc2)CC1 (centres undefined)
-22	105	3	5	3.4	1	·	-5	-10	CCN1C(=O)c2c(C)nc3ccccc3c2C1=O
·	·	-1	-2	2.9	2	-1	·	-11	Cc1ccc(C(NC(=O)c2cccc(S(=O)(=O)N3CCN(C)CC3)c2)c2ccccc2)cc1 (centres undefined)
-14	78	-9	-3	2.5	3	1	-14	-3	CCOC(=O)c1[nH]c2ccccc2c1NC(=O)c1ccc(S(=O)(=O)N2CCCC2)cc1
39	107	-3	-2	22	5	-7	-8	-14	CN(C)S(=O)(=O)c1cc(NC(=O)COC(=O)/C=C/c2ccco2)ccc1Cl
-7	100	0	-8	0.2	8	-3	-7	4	CCc1nc(SCC(=O)NCc2ccco2)c2c3c(sc2n1)CCCC3
28	96	6	4	-1.6	0	-7	-8	8	CCOC(=O)c1c(NC(=O)CSc2nnc(CNC(=O)c3ccco3)n2C)sc2c1CCC2
-42	105	-2	6	0.1	6	-4	1	1	O=C(CN1C(=O)c2ccccc2S1(=O)=O)N1CCN(Cc2ccc3c(c2)OCO3)CC1
18	105	1	5	-0.5	0	-4	-7	4	C=CCn1c(O)c(C(CC)=NCCN2CCOCC2)c(=O)[nH]c1=O
·	·	4	7	0.9	2	-7	·	5	O=C(COc1cccnc1[N+](=O)[O-])Nc1ccc(Cl)cc1F
11	104	7	2	-1.1	1	-3	-4	-4	COc1cc(/C=N/NC(=O)c2cccc([N+](=O)[O-])c2)ccc1OCc1ccc(C)cc1
36	102	-10	-1	0.7	3	-2	-4	8	COc1cccc(C(=O)CSc2nnc(-c3cc(OC)cc(OC)c3)o2)c1
-11	105	4	2	1.8	6	-2	4	3	COc1cc(C(=O)Oc2ccccc2)ccc1OCc1c(C)noc1C
94*	96	8	-3	-2.5	6	-6	-3	-8	CCCCOC(=O)Sc1nc2ccccc2o1
8	97	-1	3	-2.4	3	-1	-5	-10	Nc1c(S(=O)(=O)c2ccccc2)c2nc3ccccc3nc2n1C1CC1
17	96	9	6	-1.0	1	-1	-10	-3	COc1ccc(C)cc1-n1c(SCC(=O)NCC2CCCO2)nc2c([nH]c3ccccc32)c1=O (centres undefined)
·	·	2	·	-0.8	1	0	·	5	COc1ccccc1CNCCS(=O)(=O)NCc1ccccc1OC
-8	98	-5	0	-5.7	1	-11	-7	-20	CN(C)C(=O)c1nc2ccc(Cl)cn2c1CNCc1ccccc1OC(F)(F)F
-5	115	10	3	9.0	-13	-4	-1	-51	CCOC(=S)SCC(=O)Nc1nc(-c2ccc(Br)cc2)cs1
1	103	6&-5	3	-2.8&-1.2	-2&0	0&-1	-3	2&-16	CN=C1SC(CC(=O)NCCc2ccc(OC)c(OC)c2)C(=O)N1C (centres undefined)
25	107	4	0	-1.2	5	-3	-12	-18	Cc1onc(-c2ccccc2Cl)c1C(=O)NCc1ccccn1
10	99	4	-1	-1.0	6	-2	3	-7	COC(=O)C1=C(C)N(CCCC(=O)O)C(=O)NC1c1ccc(Br)cc1 (centres undefined)
-1	99	8	-2	2.7	5	-1	-16	-10	Cc1cc2c(c(=O)o1)C(CC(C)C)C(C#N)=C(N)O2 (centres undefined)
7	100	-8	8	-1.5	1	-10	-5	8	COc1cccc(NCc2cc(=O)oc3cc(C)c(C(C)C)cc23)c1
·	·	-6	·	1.7	·	4	·	8	CC1(c2ccc(F)cc2)OC(=O)c2c1ccc1ccccc21 (centres undefined)
25	102	-1	3	0.6	2	-9	-13	0	CCCOc1ccc(C(CC(=O)O)NC(=O)Cc2ccccc2)cc1 (centres undefined)

# A second format for part of the listing above:
# Each structure is followed by: PHOSPHO1 inh, MEKK3 PB1 HTS, CHRM4 PAM, IDE cell inh, CRFBP-R2 agonist, IDE act, GalR3 antagonist, pCIP destab, CRFR2-BP antag
- O=C(COc1cccnc1[N+](=O)[O-])Nc1ccc(Cl)cc1F
→ ·, ·, 4, 7, 0.9, 2, -7, ·, 5
- O=C(CN1C(=O)c2ccccc2S1(=O)=O)N1CCN(Cc2ccc3c(c2)OCO3)CC1
→ -42, 105, -2, 6, 0.1, 6, -4, 1, 1

# Next section.
PHOSPHO1 inh	MEKK3 PB1 HTS	CHRM4 PAM	IDE cell inh	CRFBP-R2 agonist	IDE act	GalR3 antagonist	pCIP destab	CRFR2-BP antag	Structure
-20	93	4	1	-0.5	6	-3	-11	-1	Cn1c(=O)c2c(nc(NCc3ccccc3)n2CC(=O)NCc2ccccc2)n(C)c1=O
·	·	-11	·	-1.3	1	93*	·	0	COc1cc(CCC(=O)OCC(=O)Nc2sccc2C(N)=O)cc(OC)c1OC
·	·	-10	2	-1.9	-2	-6	·	-4	COc1cc2sc(-c3ccc(S(C)(=O)=O)cc3)c(C(=O)NCc3ccc(C)o3)c2cc1OC
·	·	1	-7	0.0	1	-4	·	-3	O=C(COC(=O)c1cccs1)Nc1ccc(F)c(F)c1
-4	100	1	-1	-2.5	4	-2	0	16	COc1ccc(-n2ncc3c2CC(C)(C)CC3NC(=O)c2ccc(OC)o2)cc1 (centres undefined)
14	·	4	·	2.3	3	-7	-2	-16	O=C(OCC#CCSc1nnc(-c2ccncc2)o1)c1sc2ccccc2c1Cl
28	96	2	5	-0.1	4	-5	-17	-3	CC(=O)OC(Cn1nc(C)cc1C)c1ccccc1 (centres undefined)
9	102	4	-5	-0.3	-1	-11	4	-3	C/C=C/C(=O)OCC(=O)Nc1ccc(OC)c(Cl)c1
-17	60	-8	-3	-0.7	1	-9	-7	-16	CCN(CC)c1ccc(CN2CCC(C(=O)NCc3ccc(C)cc3)CC2)cc1
38	91	-7	-1	0.0	·	-4	7	0	Cc1[nH]c2ccccc2c1/C=N/NC(=O)c1cc(-c2ccccc2)n[nH]1
-8	104	7	4	4.2	-1	-6	4	-8	CN(C)c1nnnn1-c1ccc(OC(F)(F)F)cc1
96*	97	·	2	·	·	·	-10	·	N#Cc1c(Cl)nc(SCc2ccccc2)nc1-c1ccccc1
19	104	0	4	-0.6	3	9	-10	2	O=C(COc1ncnc2sccc12)Nc1ccc2c(c1)OCCO2
